Screening results deposited in PubChem BioAssay by several laboratories.
FAK inh = blocks human focal adhesion kinase activity | Q05397 | biochemical FAK kinase activity assay | inhibition, %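 (tested at 7 µM)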 | 0.84% of 97,000 active | AID 727; in the data active means inhibition above about 19%;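 further: 0% = DMSO and 100% = reference compound high control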
ERa coact inh = ER-alpha (human) coactivator binding inhibition. AID 629. P03372. inhibition, % at 25.6 µM. TR-FRET ER-alpha LBD / SRC-1 peptide, estradiol-bound. 1.7% of 86,000 active; in the data active means inhibition above about 50%;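 further: 0% = receptor plus peptide control and 100% = peptide only without receptor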
ERa coact pot = ER-alpha (human) coactivator binding potentiation. 1.3% of 86,000 active. P03372. TR-FRET ERalpha-LBD/SRC-Cy5 coactivator binding, 2 h; 100 = basal binding, no effect. coactivator binding (% of control), % at 25.6 µM; in the data active means activity above about 200%;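 further: binding measured in presence of low estradiol as agonist stimulus; 0% = peptide alone without receptor and 100% = receptor with peptide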
Mac1 fbg inh = inhibitors of human CD11b/CD18 binding to fibrinogen; P05107+P11215; inhibition, % at 10 µM; K562 CD11b/CD18 adhesion to fibrinogen, ATPlite luminescence; Mn2+ added to activate the integrin; 0.54% of 93,000 active;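 active means primary inhibition of 50% or more at 10 µM, then 40% or more on retest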; further: some results filed as inactive read as strong as hits
Rev-RRE block = HIV Rev-RRE protein-RNA interaction inhibition; AID 704; P05866; inhibition, % at 8 µM; Rev peptide-RRE RNA binding, FRET; 0.79% of 97,000 active;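 active means inhibition above the screen-wide mean plus 3 SD, cut at about 35% in these data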;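 further: 0% = median DMSO wells and 100% = median Neomycin B control wells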
Target sequence (P05866 whole entry, looked up): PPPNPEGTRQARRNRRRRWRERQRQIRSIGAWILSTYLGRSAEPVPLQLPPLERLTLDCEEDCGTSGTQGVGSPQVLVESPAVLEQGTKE
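Test system – labelled RRE RNA duplex and labelled Rev peptide · Reagent – labelled Rev peptide · Doses – one concentration, 8 µM nominal · Incubation – 5 + 15 min at 25 °C · Signal – FRET fluorescence readout · Read-out basis – % inhibition of FRET ratio versus controls · Control set – DMSO wells as 0% and neomycin B wells as 100% inhibition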
PLK1 PBD inh = inhibitors of human Plk1 polo box domain binding. Plk1 PBD phosphopeptide binding, fluorescence polarization. inhibition, %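 (tested at about 20 µM)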. 0.13% of 97,000 active; in the data active means inhibition above about 34%, passing the limit was not always enough
PLK1 kinase inh = blocks human PLK1 kinase activity; P53350; recombinant PLK1 kinase, TR-FRET peptide phosphorylation; inhibition, % at 10 µM; 0.53% of 97,000 active; AID 619;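 active means inhibition of 50% or more in the single-concentration screen; inactive means inhibition below 50%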;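 further: 0% = DMSO max control and 100% = H-89 dihydrochloride min control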
ERb coact inh = ER-beta (human) coactivator binding inhibition; Q92731; TR-FRET ER-beta LBD / SRC1-Cy5 peptide binding; receptor agonist-loaded with 1 µM estradiol; inhibition, % at 25.6 µM; 1.3% of 86,000 active; AID 633;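 active means compounds whose percent inhibition of the receptor-coactivator binding signal exceeds about 50% in the single-dose screen, limit read from the data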;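 further: 0% = receptor plus peptide wells without compound and 100% = peptide-only wells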
Target sequence (Q92731 whole entry, looked up, the tested form may be a part): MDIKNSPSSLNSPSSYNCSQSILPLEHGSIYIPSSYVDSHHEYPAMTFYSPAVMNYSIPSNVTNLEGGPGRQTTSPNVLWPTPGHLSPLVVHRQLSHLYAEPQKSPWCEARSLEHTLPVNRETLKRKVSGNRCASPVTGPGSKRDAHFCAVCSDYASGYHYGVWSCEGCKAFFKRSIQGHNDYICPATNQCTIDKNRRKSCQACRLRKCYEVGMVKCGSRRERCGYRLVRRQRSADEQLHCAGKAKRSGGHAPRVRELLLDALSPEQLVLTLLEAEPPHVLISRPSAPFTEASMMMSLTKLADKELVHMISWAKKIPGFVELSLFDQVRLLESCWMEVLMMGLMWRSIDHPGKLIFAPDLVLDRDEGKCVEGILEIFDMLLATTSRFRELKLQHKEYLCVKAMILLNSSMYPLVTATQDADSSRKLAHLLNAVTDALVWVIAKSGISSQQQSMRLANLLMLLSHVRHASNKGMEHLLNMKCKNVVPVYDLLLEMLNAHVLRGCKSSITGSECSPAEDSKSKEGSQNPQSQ
CD11b adhes enh = CD11b/CD18-fibrinogen binding enhancement | activation, % at 10 µM | 0.07% of 93,000 active | K562 CD11b/CD18 adhesion to fibrinogen, ATPlite luminescence | P05107+P11215;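 active means 10 µM primary screen giving 50% or more activity, confirmed by 40% or more on retest at that dose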; further: strong numbers were not always called active
* = called active by the depositor; · = not tested or not shown; [ ] = another dose, or the depositor's remark.

SMILES	FAK inh	ERa coact inh	ERa coact pot	Mac1 fbg inh	Rev-RRE block	PLK1 PBD inh	PLK1 kinase inh	ERb coact inh	CD11b adhes enh
COc1cc(OC)nc(NC(=O)COC(=O)C2CCCCC2)n1	-1.9	·	·	-2.7	-2.6	6.6	-1.4	·	0.9
COc1ccc(C(c2nnnn2CC2CCCO2)N2CCN(c3cccc(C)c3C)CC2)cc1 (stereo not drawn)	-2.2	-18.2	117.5[fluorescence artefact?]	-6.1	3.0	-5.7	-8.0	-10.1	3.4
Cc1ccc(C(=O)OCC(=O)Nc2sc3c(c2C#N)CCCC3)cc1NC(=O)c1ccco1	-4.7	12.2	96.0	1.1	3.5	0.9	-28.1	11.3	20.3
Cc1ccc(Nc2nc(-c3ccc(S(=O)(=O)N4CCCC4)cc3)cs2)cc1C	3.2	·	·	-3.7	8.3	-9.2	-3.7	·	-0.1
C=CCNC(=O)CN(c1ccccc1OCC)S(=O)(=O)c1ccc(C)cc1	-1.3	-0.7	102.3	-13.8	7.7	0.4	-3.1	-3.8	4.3
CC(C)(C)n1nnnc1CN1CCC(NC(=O)NC2CCCCC2)CC1	0.2	-2.7	122.5	-23.4	2.3	-6.0	-15.7	-0.1	-3.1
O=C(Nc1nnc(C2CCCCC2)s1)c1ccco1	0.1	-9.8	100.3	4.4	-1.8	-0.4	-4.1	-5.7	-5.7
COCc1[nH]nc2c1C1(CCSCC1)C(C#N)=C(N)O2	-0.1	-1.8	92.5	-29.7	5.5	-22.4	27.4	-9.8	-1.0
CSCCC(NC(C)=O)C(=O)Oc1ccc2c3c(c(=O)oc2c1)CCCC3 (stereo not drawn)	·	-40.8	89.4[fluorescence artefact?]	3.9	·	·	·	-30.7	-2.5
COC(=O)c1[nH]c2ccccc2c1NC(=O)CN1CCN(c2cccc(OC)c2)C(C)C1 (stereo not drawn)	-4.2	11.3	112.3	-1.3	6.7	0.5	-9.7	10.4[fluorescence artefact?]	4.2
CCCCC(C(=O)NCCC(C)C)N(CCCN1CCOCC1)C(=O)c1snc(C(N)=O)c1N (stereo not drawn)	2.5	-7.8	75.0	-6.3	0.2	-18.3	-12.1	5.7	0.1
CCOc1cccc(C2C(C(=O)c3ccc(C)o3)=C(O)C(=O)N2c2nccs2)c1 (stereo not drawn)	-6.4	16.4[fluorescence artefact?]	83.2	10.0	73.9*	12.3	-4.9	9.3[fluorescence artefact?]	-2.6
C=CCSc1nnc(-c2cc3c(s2)-c2ccccc2CC3)o1	2.6	·	·	15.4	3.7	10.8	-13.1	·	-3.3
COc1cccc(NS(=O)(=O)c2c(C)n(C)c(=O)n(C)c2=O)c1	-0.2	0.8	97.8	18.0	7.5	-27.6	0.8	-4.7	-2.1
CCCNC(=O)c1noc2c1CCc1ccccc1-2	4.7	·	·	·	8.8	-1.1	-11.5	·	·
CC(=O)Oc1ccc(-c2cccc(C(=O)O)c2)cc1	-5.4	·	·	-7.8	7.3	-0.5	-7.6	·	-5.1
COc1cc(SC)ccc1C(=O)NCCOc1c(C)cc(C)cc1C	-0.7	·	·	-18.3	12.3	0.8	13.7	·	-2.0
CCCOC(=O)c1cccc(NC(=O)c2cccnc2)c1	-3.2	1.9	109.8	-7.1	-0.7	28.2	-10.2	-3.2[fluorescence artefact?]	3.7
COC(=O)c1ccsc1NC(=O)CSc1nnnn1-c1ccccc1SC	2.6	-18.7[fluorescence artefact?]	262.6*[fluorescence artefact?]	-37.3	3.4	-6.7	-10.3	-8.9[fluorescence artefact?]	10.1
CC(Sc1ccc(Cl)cc1)C(=O)Nc1ccc(S(=O)(=O)N2CCOCC2)cc1 (stereo not drawn)	-11.1	0.5	108.2	·	5.7	10.2	-8.0	-3.4	·
CCOc1ccc(OCC)c(NC(=O)CN(C)S(=O)(=O)c2cccc3nsnc23)c1	0.2	4.3	98.3	10.7	10.1	2.0	-3.7	-13.8[fluorescence artefact?]	-2.0
Cc1ccc(C)c(N(C(=O)Cn2nnc3ccccc32)C(C(=O)NC(C)(C)C)c2ccsc2)c1 (stereo not drawn)	7.4	·	·	·	0.7	9.6	-11.0	·	·
O=C(Nc1nc2c(Cl)ccc(Cl)c2s1)c1ccco1	-7.8	47.9[fluorescence artefact?]	127.6[fluorescence artefact?]	-1.7	-1.7	-4.4	-10.9	15.5[fluorescence artefact?]	16.6
CCn1c(CNC(=O)c2ccco2)nnc1SCC(=O)Nc1cc(C(F)(F)F)ccc1Cl	-0.6	·	·	0.9	9.0	16.7	-5.2	·	6.7
CCOc1c(Br)ccc2c1sc1nc[nH]c(=O)c12	7.0	9.4[fluorescence artefact?]	127.3[fluorescence artefact?]	4.2	7.1	-6.0	76.1*	6.5[fluorescence artefact?]	3.1
C#CCN1C(=O)C(O)(CC(=O)c2ccc3c(c2)OCCO3)c2ccccc21 (stereo not drawn)	1.6	-1.2	106.0	-0.7	1.1	-8.5	-13.6	12.8[fluorescence artefact?]	1.4
CCCCCC(=O)NNC(=O)c1ccc(-c2ccccc2)cc1	17.4	·	·	-0.7	7.8	-7.0	-6.7	·	-5.4
Cc1cc(F)ccc1S(=O)(=O)Nc1ccccc1C(=O)Nc1ncn[nH]1	·	-2.7	98.6	-15.2	·	·	·	-8.5	-6.3
Nc1nc(Cl)cc(N2CCOCC2)n1	-0.9	·	·	·	11.2	-16.8	-12.8	·	·
CC(C)C[C@H](NC(=O)Nc1ccccc1F)C(=O)O	-0.5	0.6	96.0	-5.6	4.4	0.4	-5.5	-10.1	-3.2
Cc1cccc(N(C)S(=O)(=O)c2ccc3c(c2)CCC(=O)N3)c1	11.4	·	·	-4.8	6.7	-7.6	-18.1	·	-1.1
CCOC(=O)c1nnn(-c2nonc2N)c1-c1cccs1	1.6	-13.0	110.0	-1.5	3.3	-23.2	2.3	-22.4[fluorescence artefact?]	-0.5
CCOC(=O)Cc1cc(OC)c(OC)cc1Cc1cc(OC)c(OC)cc1CC(=O)OCC	-5.8	·	·	-7.9	-2.8	-2.0	-8.6	·	-4.0
Cc1ccc(Cl)cc1N1CCN(C(=O)C2CCN(S(=O)(=O)c3c(C)nn(C)c3C)CC2)CC1	-3.7	-2.6	114.7	-9.1	-2.1	-17.1	-9.7	-5.3	2.9
Cc1cc(NC(=O)CCC(=O)N(c2ccccc2)C(C(=O)NC2CCCC2)c2ccccc2)no1 (stereo not drawn)	1.8	20.0	97.9	·	5.0	-6.7	-10.7	27.1[fluorescence artefact?]	·
CCCCCOC(=O)Nc1nnc(CCCCC)s1	-0.1	-3.8	95.8	7.6	5.5	-14.1	-12.6	17.9	2.7
O=C(Nc1c(C(=O)N2CCCCC2)cnn1-c1ccccc1)c1ccccc1	0.4	7.1	95.0	-4.5	1.8	16.9	-19.6	11.9	-1.7
O=C(NCc1ccccc1Cl)C1CCCN(S(=O)(=O)c2cnc[nH]2)C1 (stereo not drawn)	-2.2	1.3	99.8	-3.5	5.1	-5.3	1.3	4.2	2.3
Cc1ccc(NC(=O)CN2C(=O)CSC2=O)cc1	-0.3	1.1	104.2	·	1.4	1.8	-13.2	-3.3	·
COc1cc(OC)cc(C(=O)NCCN2CCOCC2)c1	2.3	-1.5	109.7	-11.6	8.3	-4.1	-11.4	-4.8[fluorescence artefact?]	2.8
COCCNc1nc2ccccc2nc1NS(=O)(=O)c1ccc(C)cc1C	-1.7	-7.2	100.0	13.2	4.4	5.4	-12.5	-2.0	-2.5
C#CC(CO)N(CCN(Cc1ccccc1)C(C#C)CO)Cc1ccccc1 (stereo not drawn)	-0.1	0.7	100.8	-0.5	13.7	-21.7	-2.4	-5.5	3.8
CCCc1cc(=O)[nH]c(SCc2cc(C(=O)OC)c(C)o2)n1	-1.9	-7.1	110.8	1.5	4.1	-7.2	1.8	-0.5	-0.2
Cc1cc(C(=O)O)cc(S(=O)(=O)N2CCOCC2)c1C	2.1	12.9	118.2	-6.8	5.9	1.0	-8.4	-2.3	-0.4
COc1ccc(CCNC(=O)C2CCN(S(=O)(=O)c3cc(OC)ccc3OC)CC2)cc1	-1.2	-0.7	111.3	·	3.0	-2.2	-2.0	0.5	·
CC(C)CCNC(=O)CN(C(=O)Cn1nnc(-c2ccccc2F)n1)c1cccc2c1CCCC2	7.0	·	·	·	0.3	-3.2	-9.4	·	·
COc1cccc(OC)c1OCCNC(C)(C)C	-0.3	·	·	-1.7	4.9	37.1	-7.9	·	2.5
O=C(Nc1cc2c(oc1=O)CCCC2=O)c1cccc(Cl)c1	2.2	·	·	·	2.0	-4.3	-2.5	·	·

Ordered by SMILES length (falling): some entries from above.
SMILES	FAK inh	ERa coact inh	ERa coact pot	Mac1 fbg inh	Rev-RRE block	PLK1 PBD inh	PLK1 kinase inh	ERb coact inh	CD11b adhes enh
COc1ccc(CCNC(=O)C2CCN(S(=O)(=O)c3cc(OC)ccc3OC)CC2)cc1	-1.2	-0.7	111.3	·	3.0	-2.2	-2.0	0.5	·
O=C(Nc1c(C(=O)N2CCCCC2)cnn1-c1ccccc1)c1ccccc1	0.4	7.1	95.0	-4.5	1.8	16.9	-19.6	11.9	-1.7
O=C(Nc1cc2c(oc1=O)CCCC2=O)c1cccc(Cl)c1	2.2	·	·	·	2.0	-4.3	-2.5	·	·
COc1cc(OC)cc(C(=O)NCCN2CCOCC2)c1	2.3	-1.5	109.7	-11.6	8.3	-4.1	-11.4	-4.8[fluorescence artefact?]	2.8
COc1cccc(OC)c1OCCNC(C)(C)C	-0.3	·	·	-1.7	4.9	37.1	-7.9	·	2.5

(further entries)
SMILES	FAK inh	ERa coact inh	ERa coact pot	Mac1 fbg inh	Rev-RRE block	PLK1 PBD inh	PLK1 kinase inh	ERb coact inh	CD11b adhes enh
COc1ccc(/C(N)=N/OC(=O)c2cccc([N+](=O)[O-])c2)cc1OC	-3.8	-7.7	103.4	2.9	8.2	-10.2	-4.4	-7.4	-2.0
O=C(NS(=O)(=O)c1ccccc1)c1ccccc1O	-1.0	-2.7	108.0	·	1.5	-43.0	4.7	-7.9	·
CS(=O)(=O)N(CC(=O)O)c1ccc(Oc2ccccc2)cc1	0.3	-29.5	94.6	-2.8	7.7	-6.8	6.5	-2.4[fluorescence artefact?]	-1.8
O=C(Nc1cccc2c1C(=O)NC2=O)c1ccc(S(=O)(=O)N2CCCC2)cc1	9.1	5.6	106.1	-11.6	8.1	-17.1	-0.4	11.6	-3.5
CC(C)CNC(=O)CN(C1CCCCC1)S(=O)(=O)c1ccccc1	-0.6	1.4	124.6[fluorescence artefact?]	-2.7	1.5	-12.1	2.4	-3.0[fluorescence artefact?]	-2.1
Cc1ccc(C(=O)N2CCN(Cc3ccc4c(c3)OCO4)CC2)o1	-1.7	-1.5	116.1	·	0.4	-6.9	-4.2	5.5	·
COC(=O)C(F)(Sc1c(C)n(C)n(-c2ccccc2)c1=O)C(F)(F)F (stereo not drawn)	·	8.6	104.9	-32.6	·	·	·	3.4[fluorescence artefact?]	8.4
O=C(CN1CCN(c2ccccn2)CC1)NCc1cccs1	·	3.5	104.1	-12.2	·	·	·	7.2	-4.2
Cc1ccc(C(=O)Oc2cccc(NC(=O)c3ccco3)c2)cc1S(=O)(=O)N1CCC(C)CC1	0.8	-4.8	108.1[fluorescence artefact?]	-18.2	10.7	-11.0	-0.1	-2.7	-3.0
O=C1C(C=NC2CC2)=C(O)c2ccccc21	3.2	1.4[fluorescence artefact?]	114.0	-9.0	7.8	13.8	-2.8	-1.3	1.1
